TAG inh: inhibitors of triacylglycerol accumulation, primary screen, cell-based, uHTS, fluorescence, H9c2 | H9c2 cells, Nile Red lipid (TAG) fluorescence; cells loaded with 200 µM oleic acid | inhibition, % at 12.5 µM | 230,000 compounds, 0.66% hits;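 active = pattern-corrected inhibition of lipid staining of at least 50% with the nuclear-stain viability signal not falling by more than 50%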;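 also: 0% = DMSO wells and 100% = triacsin C control wells; some results filed as inactive read as strong as hits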
TAG inh DAPI viability: recorded beside TAG inh, whose call it bears; DAPI nuclei signal change (viability), lower = more cytotoxic, %;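 whole-well DAPI fluorescence read on a plate reader as a viability signal; minus 50 percent equals half of cells still viable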
Starred values were filed as active, the others as inactive.

CCCNC(=O)C1(C)CCCN(Cc2ccc(C)cc2)C1 (configuration not stated)
  TAG inh = -2
  TAG inh DAPI viability = 5
COc1ccccc1C(=O)Nc1ccc(Br)cc1C
  TAG inh = -12
  TAG inh DAPI viability = 7
CC(=O)Nc1ccc(NC(=O)C(C)Sc2n[nH]c(-c3cccs3)n2)cc1 (configuration not stated)
  TAG inh = 8
  TAG inh DAPI viability = 1
Cc1ccnc(Sc2nc3c(c(=O)[nH]c(=O)n3C)n2CCCc2ccccc2)n1
  TAG inh = 0
  TAG inh DAPI viability = 4
COc1ccc(-n2ccnc2)cc1
  TAG inh = -5
  TAG inh DAPI viability = 8
CN(C(=O)c1ccco1)c1nc(-c2ccccc2)cs1
  TAG inh = 5
  TAG inh DAPI viability = -8
Cc1cccn2c1nc(=S)n2C(=O)c1ccco1
  TAG inh = 11
  TAG inh DAPI viability = -6
COc1ccc(S(=O)(=O)Nc2ccc(N3CCOCC3)cc2)cc1[N+](=O)[O-]
  TAG inh = 2
  TAG inh DAPI viability = 6
COc1cc(C=O)ccc1OC(=O)c1ccc(C(C)C)cc1
  TAG inh = -8
  TAG inh DAPI viability = 10
CC(C)(C)c1ccc(S(=O)(=O)N2C=CC(C(F)(F)F)=NCC2)cc1
  TAG inh = -10
  TAG inh DAPI viability = 9

Another view of 5 compounds above.
Below each compound: TAG inh | TAG inh DAPI viability
CCCNC(=O)C1(C)CCCN(Cc2ccc(C)cc2)C1 (configuration not stated)
→ -2 | 5
COc1ccccc1C(=O)Nc1ccc(Br)cc1C
→ -12 | 7
CC(=O)Nc1ccc(NC(=O)C(C)Sc2n[nH]c(-c3cccs3)n2)cc1 (configuration not stated)
→ 8 | 1
Cc1ccnc(Sc2nc3c(c(=O)[nH]c(=O)n3C)n2CCCc2ccccc2)n1
→ 0 | 4
COc1ccc(-n2ccnc2)cc1
→ -5 | 8

Remaining list, next part:
CN(CC(=O)Nc1ccccc1Br)C(=O)CN1CCN(Cc2ccc(Cl)cc2)CC1
  TAG inh = -2
  TAG inh DAPI viability = 0
S=c1[nH]nc(C2CCCCC2)o1
  TAG inh = -2
  TAG inh DAPI viability = 3
O=c1c2nnn(-c3cccc(F)c3)c2ncn1Cc1ccccn1
  TAG inh = -3
  TAG inh DAPI viability = 1
CC1=C(C(N)=O)C(c2ccccc2)n2nc(-c3cccs3)nc2N1 (configuration not stated)
  TAG inh = 17
  TAG inh DAPI viability = -3
O=C(N/N=C/c1cc([N+](=O)[O-])ccc1O)C12CC3CC(CC(C3)C1)C2
  TAG inh = 3
  TAG inh DAPI viability = -1
CCC(CCC(=O)Nc1cccc([N+](=O)[O-])c1)C(=O)O (configuration not stated)
  TAG inh = 8
  TAG inh DAPI viability = -5
CCN(CC(=O)Nc1ccc(NC(C)=O)cc1)C(=O)c1ccc(NC2CC2)c([N+](=O)[O-])c1
  TAG inh = 13
  TAG inh DAPI viability = -2
O=C(CCC1CCCN(Cc2ccc3c(c2)OCCO3)C1)NCc1ccccc1F (configuration not stated)
  TAG inh = -7
  TAG inh DAPI viability = 0
O=C(O)c1cccc(CSc2ncn[nH]2)c1
  TAG inh = 10
  TAG inh DAPI viability = -7
O=C(COc1ncnc2ccccc12)N1CCN(S(=O)(=O)c2ccccc2)CC1
  TAG inh = 5
  TAG inh DAPI viability = -3

O=C(CCCCCNC(=O)c1ccccc1Cl)N/N=C/c1ccco1
  TAG inh = 8
  TAG inh DAPI viability = 3
CC(C)NC(=S)NCc1cccs1
  TAG inh = -10
  TAG inh DAPI viability = 7
CC(C)N(Cc1ccccc1)C(=O)c1cnc2n(c1=O)CCS2
  TAG inh = -3
  TAG inh DAPI viability = -1
Cc1ccc(C(=O)NCCOc2cccc3cccnc23)cc1Cl
  TAG inh = -5
  TAG inh DAPI viability = -2
CCCCCN(C(=O)CN1CCC(Cc2ccccc2)CC1)c1c(N)n(CCCC)c(=O)[nH]c1=O
  TAG inh = 1
  TAG inh DAPI viability = -4
Cc1cc(C)n2nc(S(=O)(=O)Nc3c(Cl)cccc3Cl)nc2n1
  TAG inh = -13
  TAG inh DAPI viability = 4
CSCCC(NS(=O)(=O)c1ccc(Cl)c(Cl)c1)C(=O)O (configuration not stated)
  TAG inh = 14
  TAG inh DAPI viability = -11
CC(=O)c1cc2c(cc1NC(=O)c1c(-c3ccccc3)noc1C)OCO2
  TAG inh = -25
  TAG inh DAPI viability = -5
COc1ccc(CCNC(=O)COC(=O)/C=C/c2ccc3c(c2)OCO3)cc1
  TAG inh = -10
  TAG inh DAPI viability = 1
N/C(=N\OC(=O)CC1CCCCC1)c1ccc(Br)cc1
  TAG inh = 0
  TAG inh DAPI viability = -2

O=c1cc(CN2CCN(Cc3ccccc3)CC2)c2cc3c(cc2o1)CCC3
  TAG inh = -11
  TAG inh DAPI viability = 5
CCCN(C(=O)Cn1c(C(F)(F)F)nc2ccccc21)C1CCS(=O)(=O)C1 (configuration not stated)
  TAG inh = -5
  TAG inh DAPI viability = 1
C#CC(CC)(CC)NC(=O)/C=C/C(=O)O
  TAG inh = 2
  TAG inh DAPI viability = -7
c1coc(CNCc2cccs2)c1
  TAG inh = -10
  TAG inh DAPI viability = 2
O=C(Nc1ccc2nc(-c3cccnc3)[nH]c2c1)c1ccco1
  TAG inh = 4
  TAG inh DAPI viability = -11
CN(C(=O)COC(=O)CCC(=O)c1ccc(Cl)cc1)c1c(N)n(Cc2ccccc2)c(=O)[nH]c1=O
  TAG inh = -6
  TAG inh DAPI viability = 14
CCC(Sc1nc(-c2cccc(OC)c2)c(C#N)c(=O)[nH]1)C(=O)Nc1nnc(C(C)C)s1 (configuration not stated)
  TAG inh = 15
  TAG inh DAPI viability = -11
Cc1occc1-c1nnc(SCC(=O)Nc2ccccn2)o1
  TAG inh = 0
  TAG inh DAPI viability = 6
COc1ccc(C(=O)NCC(=O)OCc2ccc(Cl)cc2Cl)cc1OC
  TAG inh = 7
  TAG inh DAPI viability = -9
O=P(Cc1cccc2ccccc12)(c1ccccc1)c1ccccc1
  TAG inh = -14
  TAG inh DAPI viability = -3

Cn1nc(OC(=O)Nc2cccc(Cl)c2)cc1C(F)(F)F
  TAG inh = -8
  TAG inh DAPI viability = -8
COc1cc(NC(=S)NCCN2CCOCC2)cc(OC)c1OC
  TAG inh = 5
  TAG inh DAPI viability = 0
O=C1CN(C(=O)COc2ccc(F)cc2Br)c2ccccc2N1
  TAG inh = 0
  TAG inh DAPI viability = 0
O=C(/C=C/c1ccco1)c1ccccc1O
  TAG inh = 3
  TAG inh DAPI viability = -2
CC(=O)Nc1nnc(SCC(=O)N2CCN(Cc3ccccc3)CC2)s1
  TAG inh = 1
  TAG inh DAPI viability = 1
O=C(O)c1ccc2c3c(cccc13)C(=O)N(c1cccc3ccccc13)C2=O
  TAG inh = 15
  TAG inh DAPI viability = -1
CN(Cc1nc2ccccc2[nH]1)C(=O)C1CCC(=O)N(CCc2cccc(F)c2)C1 (configuration not stated)
  TAG inh = 7
  TAG inh DAPI viability = -2
Cc1ccc(S(=O)(=O)Nc2cccc(N(C)S(C)(=O)=O)c2)cc1[N+](=O)[O-]
  TAG inh = 3
  TAG inh DAPI viability = -3
S=c1nc(-c2ccccc2)[nH]c2ccccc12
  TAG inh = 9
  TAG inh DAPI viability = 0
O=C(CNC(=O)c1ccc(Cl)cc1Cl)OCc1nnc(-c2ccccc2Br)o1
  TAG inh = 6
  TAG inh DAPI viability = 5

Ordered by length of the SMILES (low to high): part of the list above
O=C(O)c1ccc2c3c(cccc13)C(=O)N(c1cccc3ccccc13)C2=O
  TAG inh = 15
  TAG inh DAPI viability = -1
CN(Cc1nc2ccccc2[nH]1)C(=O)C1CCC(=O)N(CCc2cccc(F)c2)C1 (configuration not stated)
  TAG inh = 7
  TAG inh DAPI viability = -2
Cc1ccc(S(=O)(=O)Nc2cccc(N(C)S(C)(=O)=O)c2)cc1[N+](=O)[O-]
  TAG inh = 3
  TAG inh DAPI viability = -3

In a second layout: 6 of the compounds above.
Results follow in this order: TAG inh	TAG inh DAPI viability
> O=C(/C=C/c1ccco1)c1ccccc1O
→ 3	-2
> CC(=O)Nc1nnc(SCC(=O)N2CCN(Cc3ccccc3)CC2)s1
→ 1	1
> O=C(O)c1ccc2c3c(cccc13)C(=O)N(c1cccc3ccccc13)C2=O
→ 15	-1
> CN(Cc1nc2ccccc2[nH]1)C(=O)C1CCC(=O)N(CCc2cccc(F)c2)C1 (configuration not stated)
→ 7	-2
> Cc1ccc(S(=O)(=O)Nc2cccc(N(C)S(C)(=O)=O)c2)cc1[N+](=O)[O-]
→ 3	-3
> S=c1nc(-c2ccccc2)[nH]c2ccccc12
→ 9	0

(next part)
mol	TAG inh	TAG inh DAPI viability
CN(Cc1ccon1)C(=O)CCc1nnc(Cc2ccc(-c3ccccc3)cc2)o1	5	-9
O=C(CSc1nnc2nnc3ccccc3n12)N1CCOCC1	-5	6
C=C1C[C@H](O[C@@H]2O[C@H](CO)[C@@H](O)[C@H](O)[C@H]2O)[C@@H]2[C@H](OC(=O)[C@H]2C)[C@H]2[C@H](C)[C@@H](O)C[C@@H]12	-5	-4
COc1cccc(OC)c1OCCCOc1cccc2cccnc12	-7	8
Cc1ccc(S(=O)(=O)N2C[C@H]3C(=O)C[C@@H](c4ccc(Cl)cc4)N(S(=O)(=O)c4ccccc4C)[C@H]3C[C@H]2c2cccc(Cl)c2)cc1	36	-10
CCc1cc(C(=O)Nc2ccc(C)cc2Br)cs1	-10	9
O=c1onc(-c2cccnc2)n1-c1ccccc1F	4	2
CN(C)S(=O)(=O)N1CCC(Cc2ccccc2)CC1	-5	5
COc1ccc(/C=N/Nc2ccc(C(=O)O)cc2)cc1Br	7	5
O=[N+]([O-])c1ccc(N2CCCCC2)c(-c2nn[nH]n2)c1	18	-2
Cc1sc(NC(=O)Cn2cnnn2)nc1-c1ccc(Cl)cc1	4	-3
Cc1ccccc1-n1nc(C(=O)c2cccs2)cc(-c2nc3ccccc3[nH]2)c1=N	3	-2
CCc1nc2ccccc2n1Cc1ccccc1OC	-5	2
COc1ccc(O)c(CNn2c(-c3ccc(Br)cc3)nc3ccccc3c2=O)c1	-1	3
CCn1nnnc1SCC(=O)N1CCc2ccccc21	4	-12

Whole records from above:
C=C1C[C@H](O[C@@H]2O[C@H](CO)[C@@H](O)[C@H](O)[C@H]2O)[C@@H]2[C@H](OC(=O)[C@H]2C)[C@H]2[C@H](C)[C@@H](O)C[C@@H]12 in the list: TAG inh: -5; TAG inh DAPI viability: -4
CN(Cc1ccon1)C(=O)CCc1nnc(Cc2ccc(-c3ccccc3)cc2)o1 in the list: TAG inh: 5; TAG inh DAPI viability: -9

(further entries)
mol	TAG inh	TAG inh DAPI viability
Cc1[nH]nc2c1C(c1cccs1)C1=C(CCCC1=O)N2 (configuration not stated)	-7	4
CCc1ncc(CN2CCCCC2C(=O)Nc2ccc(Oc3ccccc3)nc2)cn1 (configuration not stated)	13	-1
CCCCC(=O)N(C)c1c(CC)nc2c(OCC=C(C)C)cccn12	24	-19
CSc1ncccc1C(=O)OCC(=O)c1ccc(C)s1	-11	4
C[C@H](CO)N1C[C@H](C)[C@@H](CN(C)Cc2ccc3c(c2)OCCN3C)OCc2cnnn2CCCC1=O	1	9
CC(C)n1cnc2c(NCc3ccccc3)cc(N[C@H](C)CO)cc21	-19	-13
O=C(Nc1ccc(F)c(Cl)c1)c1csc([C@@H]2O[C@H](CO)[C@H](O)[C@H](O)[C@H]2O)n1	-10	1
Cc1cc(C)c2nc(C)cc(Nc3ccc(C(=O)NCCO)cc3)c2c1	9	-6
O=C(Cc1ccccc1[N+](=O)[O-])OCC(=O)c1c[nH]c2ccccc12	-18	3
COCCn1c(C)cc(/C=C(\C#N)C(=O)OCC(=O)Nc2ccc(S(N)(=O)=O)cc2)c1C	5	10
CC1C(=O)N(Cc2cn(CCC3OCCCO3)nn2)CCS(=O)(=O)N1Cc1ccc(-c2cccc(CO)c2)cc1 (configuration not stated)	-3	2
COc1ccc(N2CCN(C(=O)CN(c3ccccc3)S(C)(=O)=O)CC2)cc1	-8	-13
COc1cc(C(C)=O)ccc1OCC(=O)N(CCC1=CCCCC1)c1c(N)n(Cc2ccccc2)c(=O)[nH]c1=O	11	1
Cc1ccc([C@H]2C[C@H](O)[C@@H](n3cc(C4CC4)nn3)CN2CC2CCCCC2)cc1	5	14
COc1ccc(NC(=O)c2ccc(-c3ccccc3)cc2)cc1S(=O)(=O)N1CCOCC1	-1	-12

mol	TAG inh	TAG inh DAPI viability
COc1ccc(C(N)c2csc(Nc3ncccn3)n2)cc1 (configuration not stated)	-11	11
COc1ccc(NC(=O)Cc2c(C)n(C(=O)c3ccc(Cl)cc3)c3ccc(OC)cc23)cc1	36	-3
Nc1cc(=O)n(Cc2ccccc2)c(=O)n1Cc1ccccc1	-5	4
COc1cccc(NC(=O)C2CCC(CNS(=O)(=O)c3cccs3)CC2)c1 (configuration not stated)	-1	-11
CC(=O)Oc1ccc(Cn2c(C)c(C(=O)NCc3ccc(C#N)cc3)sc2=O)cc1	-5	0
Fc1cccc2sc(N3CCOCC3)nc12	-5	-6
CC(C)OCC1Cn2c(nc3c2c(=O)n(C)c(=O)n3C)O1 (configuration not stated)	-11	12
CCc1ccc(-c2ccc(SCC(=O)NC3CCCC3)nn2)cc1	-11	9
O=C(OCC(=O)N(CCc1ccccc1)Cc1ccccc1)c1cc(S(=O)(=O)N2CCOCC2)ccc1F	-2	-1
COc1c(F)c(F)c(C(=O)Nc2c(C)cc(Br)cc2C)c(F)c1F	-20	-3
O=C(CSc1nnc2ccc(-c3ccccn3)nn12)Nc1ccc(F)cc1	-11	-7
CSc1ccc(CN2CCC2(C)C(=O)Nc2cnc3ccccc3c2)cc1 (configuration not stated)	1	2
CC(C)CCNC(=O)CN(C)S(=O)(=O)c1cccc2nsnc12	15	-12
COc1ccc(S(=O)(=O)Nc2ccccn2)cc1C(=O)Nc1ccccc1	-1	6
NS(=O)(=O)c1ccc(NNC(=O)c2cccs2)cc1	-3	-1
CCC1(C)Cc2nc(Cl)c(C#N)cc2CO1 (configuration not stated)	6	0
c1csc(CNc2ncnc3ccc(-c4ccc5c(c4)OCCO5)cc23)c1	-25	9
CCOc1ccc(-c2nc(CS(=O)(=O)CC(=O)NCc3ccc(F)cc3)c(C)o2)cc1	-2	-12

Screens deposited in PubChem by Sanford-Burnham Center for Chemical Genomics.

These rows are one share of the data. The share of hits here may be higher or lower than overall.
